Screening data as filed in PubChem BioAssay.
CSN deneddyl inh: inhibitors of human CSN-mediated cullin deneddylation; Q92905; Purified CSN, SCF-Nedd8-OG deneddylation, fluorescence polarization; inhibition, % at 12.5 µM; 0.38% of 360,000 active; AID 651999;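 active = pattern-corrected inhibition above about 35%, with an unprinted fluorescence ratio check between 0.5 and 1.5, limit read from the data, passing the limit was not always enough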;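 note: 0% = enzyme with substrate and 100% = substrate without enzyme; some results filed as inactive read as strong as hits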
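Test system: purified human Csn5 enzyme expressed in HEK293T cells. Amount: 0.24 nM enzyme. Reagent: SCFSkp2-Nedd8OG substrate at 10 nM final. Schedule: 90 min incubation of compound, enzyme and substrate at room temperature. Detection: fluorescence polarization. Read-out: % inhibition of substrate cleavage by Csn5.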
PABP1 MLLE inh: inhibitors of microRNA-mediated deadenylation, human PABP1 MLLE binding; GST-MLLE / FITC-PAM2 fluorescence polarization; 0.36% of 360,000 active; P11940; AID 588489; inhibition, % at 20 µM; in the data active = inhibition above about 35%, passing the limit was not always enough;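 note: plate controls were DMSO wells with GST-MLLE for no effect and wells lacking GST-MLLE protein for full effect; some results filed as inactive read as strong as hits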
SKN-1 block: C. elegans SKN-1 inhibition | C. elegans VP596 Pgst-4::GFP/RFP ratio, acrylamide-induced, 24 h | inhibition, % at 21.8 µM | 0.49% of 360,000 active | AID 624304;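 active = interference check ratio from 0.5 to 1.5 plus GFP to RFP signal ratio inhibition reaching or exceeding a fixed threshold, cut at about 30% in these data, passing the limit was not always enough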; note: some compounds called inactive have numbers as strong as hits
Rin1 Abl inh: inhibitors of human Rin1-Abl protein interaction. P00519+Q13671. TR-FRET Rin1/Abl binding, biochemical. inhibition, % at 7.35 µM. 0.4% of 360,000 active. AID 588664; in the data active = inhibition above about 5%, passing the limit was not always enough
FAS-TE inh: blocks the thioesterase domain of human fatty acid synthase. P49327. recombinant FAS-TE, OMFH fluorogenic substrate, fluorescence endpoint. inhibition, % at 15 µM. 0.67% of 360,000 active. AID 602261;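 active = compounds whose normalised, plate-corrected inhibition of enzyme fluorescence in the single-dose primary screen is 50% or more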;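 note: 0% = DMSO with enzyme and 100% = substrate without enzyme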
Neddylation inh: inhibitors of human cullin neddylation | AID 651699 | calls only at 25 µM | TR-FRET cullin neddylation, biochemical | P61081+Q13564 | 0.58% of 360,000 active; in the data active = inhibition above about 36%
Target sequence (P61081 whole entry, looked up): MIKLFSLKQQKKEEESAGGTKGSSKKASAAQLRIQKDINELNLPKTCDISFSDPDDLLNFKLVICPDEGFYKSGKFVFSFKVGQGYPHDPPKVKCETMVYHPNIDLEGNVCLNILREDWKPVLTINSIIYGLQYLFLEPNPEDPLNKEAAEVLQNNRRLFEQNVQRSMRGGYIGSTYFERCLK
Target sequence (Q13564 whole entry, looked up): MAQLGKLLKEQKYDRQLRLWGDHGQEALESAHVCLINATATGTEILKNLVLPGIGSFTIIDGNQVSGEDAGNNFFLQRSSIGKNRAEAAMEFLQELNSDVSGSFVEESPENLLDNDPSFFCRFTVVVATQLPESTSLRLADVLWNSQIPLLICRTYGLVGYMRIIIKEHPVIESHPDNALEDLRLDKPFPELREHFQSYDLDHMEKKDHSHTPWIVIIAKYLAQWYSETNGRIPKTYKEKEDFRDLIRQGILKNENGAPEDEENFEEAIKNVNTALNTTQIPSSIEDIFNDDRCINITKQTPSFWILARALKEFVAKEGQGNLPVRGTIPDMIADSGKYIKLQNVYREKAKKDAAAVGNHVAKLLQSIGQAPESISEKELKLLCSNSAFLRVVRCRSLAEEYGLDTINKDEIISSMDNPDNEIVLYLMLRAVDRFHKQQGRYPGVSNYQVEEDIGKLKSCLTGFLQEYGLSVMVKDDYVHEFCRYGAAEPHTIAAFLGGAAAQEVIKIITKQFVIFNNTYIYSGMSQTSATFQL
NadD block: blocks S. aureus nicotinate mononucleotide adenylyltransferase. purified NadD enzyme, colorimetric absorbance read-out. inhibition, % at 20 µM. 0.78% of 360,000 active. AID 602399; in the data active = inhibition above about 26%; note: some compounds past the cut are filed as inactive
MT1-MMP act inh: inhibitors of human MT1-MMP activation. HT1080 RFP-PRO-GFP cells, GFP/RFP ratio fluorescence, overnight; percent of plate control window, DMSO zero. P50281. GFP/RFP ratio change, % at 20 µM. AID 651647. 0.061% of 360,000 active;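 active = GFP/RFP ratio change of at least 30% with cell ATP level not reduced by more than half and red fluorescence within 50% of control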; note: strong numbers were not always called active
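Assay system: RFP-PRO-GFP reporter HT1080 cells; read-out basis: GFP/RFP fluorescence ratio; benchmarks: DMSO wells and RFP-L50D-GFP cells; doses: 20 µM single dose, 1% DMSO; schedule: overnight cell settling, then overnight compound exposure, 37 °C, 5% CO2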
Rpn11 block: Rpn11 (human) deubiquitinase inhibition. calls only at 20 µM. 0.59% of 360,000 active. human 26S proteasome, Ub4-pepOG fluorescence polarization; 20S core pre-blocked with epoxomicin;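 active = inhibition at 20 µM, scaled to each plate's controls, above about 33%, limit read from the data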
Target sequence (O00487 whole entry, looked up): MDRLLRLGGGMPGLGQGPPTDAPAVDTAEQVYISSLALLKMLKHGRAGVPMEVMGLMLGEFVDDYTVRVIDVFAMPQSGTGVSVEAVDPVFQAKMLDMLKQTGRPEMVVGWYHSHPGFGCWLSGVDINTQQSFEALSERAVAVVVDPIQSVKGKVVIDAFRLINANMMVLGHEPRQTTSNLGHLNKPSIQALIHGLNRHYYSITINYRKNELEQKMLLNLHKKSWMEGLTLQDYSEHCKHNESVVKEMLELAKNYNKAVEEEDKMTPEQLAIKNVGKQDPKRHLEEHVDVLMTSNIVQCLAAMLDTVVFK
* hit, by the source's call; i = inactive; nt = not tested or not shown.

| smiles | CSN deneddyl inh | PABP1 MLLE inh | SKN-1 block | Rin1 Abl inh | FAS-TE inh | Neddylation inh | NadD block | MT1-MMP act inh | Rpn11 block |
| --- | --- | --- | --- | --- | --- | --- | --- | --- | --- |
| CC1(C)CC(=O)C2=C(C1)N(Cc1ccc(F)cc1)C(=O)C2(NC(=O)c1cccnc1)C(F)(F)F (configuration not stated) | 2.6 | 5.5 | 16.6 | -0.8 | -6.3 | i | -0.8 | -1.5 | i |
| COc1cccc(C2C(C(=O)c3cccs3)=C(O)C(=O)N2CCN(C)C)c1OC (configuration not stated) | 0.3 | -0.9 | 3.0 | -0.4 | -5.7 | i | 0.2 | 1.7 | i |
| CN(CC(=O)Nc1ccccc1Cl)C(=O)COC(=O)C1CC1 | 0.0 | 18.1 | 10.7 | 0.6 | -0.5 | i | -2.5 | 1.8 | i |
| COc1cc(NC(=O)CCc2nnc3ccc(N4CCCCC4)nn23)cc(OC)c1OC | -0.7 | 8.0 | 9.4 | 1.9 | -7.7 | i | 0.7 | -0.6 | i |
| c1coc(CNc2nc3ccccc3n2CCN2CCOCC2)c1 | -3.0 | -6.0 | 14.8 | 2.9 | -8.5 | i | 3.2 | 0.7 | i |
| NC1=NC2(CCCCC2)N=C(Nc2ccc(Br)cc2)N1 | -13.0 | 7.7 | -1.6 | 0.5 | -6.6 | i | -4.5 | 1.1 | i |
| O=C1CCN(Cc2ccccc2)CCN1[C@H](CSc1ccccc1)Cc1ccccc1 | 2.8 | -8.0 | -13.2 | -2.2 | 5.7 | i | -4.0 | 3.1 | i |
| O=S(=O)(Nc1ccc2c3c(cccc13)CC2)c1ccc(F)cc1 | 10.0 | -16.6 | 16.0 | -2.1 | 4.2 | i | -2.5 | -4.9 | i |
| CC1CC(C)CN(CC(=O)c2c[nH]c3ccccc23)C1 (configuration not stated) | 21.4 | -41.1 | -7.6 | -3.6 | -14.5 | i | -5.2 | -16.3 | nt |
| Cc1ccccc1C(=O)N1CCC(C(=O)N2CCN(Cc3ccc4c(c3)OCO4)CC2)CC1 | -4.1 | -4.2 | 10.8 | 4.2 | -7.9 | i | -1.4 | -0.4 | i |
| COC(=O)[C@H](CO)N1C(=O)[C@@H]2[C@H](C1=O)C1C=C[C@H]2C1 | 0.5 | -5.1 | -10.7 | -1.4 | -7.3 | i | -3.2 | -3.5 | i |
| Cc1ccc(NC(=O)CCc2c(C)nn(-c3ccc(N4CCCCC4)nn3)c2C)cc1C | 0.8 | 6.0 | 2.1 | -4.3 | 8.2 | i | 6.6 | 0.4 | i |
| COc1ccc2[nH]c(-c3ccccc3)cc2c1 | -1.7 | 12.1 | 10.1 | 0.9 | 9.6 | nt | -2.7 | 3.9 | i |
| CC(=O)Nc1ccc(NC(=O)CSCc2cnn(-c3ccccc3)c2-n2cccc2)cc1 | 0.1 | 21.7 | 5.4 | -1.4 | 1.6 | i | 2.6 | 8.2 | i |
| COc1ccc(CCNC(=S)N(C)C)cc1OC | 1.1 | -108.8 | 12.5 | -0.2 | -4.8 | i | 2.9 | 0.3 | i |
| CCCCn1c(N)c(N(CCOC)C(=O)COC(=O)COc2cc(C)c(Cl)cc2C(C)C)c(=O)[nH]c1=O | -9.3 | -16.4 | 2.5 | -2.8 | 9.9 | i | -10.2 | -1.1 | i |
| COc1cccc(C(=O)O/N=C(\N)c2ccccn2)c1OC | 2.2 | 14.4 | -11.0 | -2.4 | -4.5 | i | -4.0 | 2.6 | i |
| CC1=Nc2ccccc2/C1=C/c1sc(=S)n(-c2cccc(C(=O)O)c2)c1O | 116.5 | -41.9 | 6.5 | -3.3 | -62.7 | i | 12.3 | -161.4 | nt |
| N#Cc1cccc(C(=O)OCC(=O)NCc2ccco2)c1 | -1.1 | -16.4 | -17.4 | -1.2 | 5.9 | i | -3.7 | -2.5 | i |
| O=C(CN1C(=O)c2ccccc2C1=O)NCCc1c[nH]c2ccccc12 | -12.2 | 1.7 | 6.5 | 1.7 | -9.5 | i | -4.0 | 3.2 | i |

Next section.
| smiles | CSN deneddyl inh | PABP1 MLLE inh | SKN-1 block | Rin1 Abl inh | FAS-TE inh | Neddylation inh | NadD block | MT1-MMP act inh | Rpn11 block |
| --- | --- | --- | --- | --- | --- | --- | --- | --- | --- |
| CC(C)(C)Nc1c(-c2cccs2)nc2ccccn12 | -12.8 | 0.6 | 2.8 | 0.2 | 8.6 | nt | 5.6 | -5.3 | i |
| COC(=O)C1(C(=O)OC)c2ncccc2N(S(=O)(=O)c2ccc(C)cc2)C1CC(=O)c1ccccc1 (configuration not stated) | 1.0 | nt | 13.2 | nt | nt | i | nt | -1.9 | nt |
| CN(C(=O)c1cccc(NC(=O)c2ccccc2)c1)C1CCCCC1 | 0.9 | -12.3 | 12.4 | 0.8 | 2.7 | i | -2.0 | -2.6 | i |
| Cc1ccc(/C(O)=C2\C(=O)C(=O)N(C)C2c2ccccc2)cc1 (configuration not stated) | 0.9 | 10.3 | -1.1 | -2.9 | -2.6 | i | 8.9 | 2.3 | i |
| c1cnc(Oc2ccc(-c3nnco3)cc2)cn1 | 6.7 | 1.0 | 20.9 | -0.3 | -4.3 | i | -2.8 | 2.7 | i |
| CCOC(=O)CNC(=O)CSc1nnnn1-c1cc(C)ccc1C | -1.6 | -10.0 | -6.8 | -1.2 | -6.3 | i | 0.8 | 8.5 | i |
| COc1ccc(-c2oc(=O)c3cc(OC)c(OC)cc3c2C(F)(F)F)cc1 | 1.4 | 6.7 | 8.3 | 0.3 | 24.2 | i | -5.7 | 5.7 | i |
| CCCN1CCN(C(=O)c2ccc(CS(=O)c3ccc(Br)cc3)o2)CC1 (configuration not stated) | -8.8 | 7.3 | -7.5 | 1.1 | -8.3 | i | -0.2 | 1.8 | i |
| CCOc1ccccc1/C=C(\NC(=O)c1ccccc1)C(=O)NCCC(=O)O | 0.0 | 16.5 | -4.0 | -0.6 | -6.6 | i | 3.3 | 4.8 | i |
| COc1cccc(C2c3c(oc4ccc(F)cc4c3=O)C(=O)N2CCCN2CCOCC2)c1 (configuration not stated) | -5.1 | 10.1 | 5.4 | -0.7 | -0.7 | i | -0.2 | -0.8 | i |
| COc1cccc(/C=N/n2c(COc3ccccc3)n[nH]c2=S)c1O | 0.9 | -18.6 | 13.3 | -5.5 | -6.4 | i | 11.1 | 2.1 | i |
| O=C(Nc1ccc2c(c1)OCO2)c1cc(C2CCCCN2C(=O)c2ccc3c(c2)CCO3)on1 (configuration not stated) | 0.5 | -1.3 | 16.3 | 2.1 | 8.9 | i | 4.2 | -1.2 | i |
| CCN(CC(=O)NCc1cccs1)C(=O)Cc1ccc(C)c(C)c1 | 0.9 | 8.3 | 2.0 | 4.2 | -4.4 | i | -0.8 | 6.0 | i |
| CCOc1ccc(C2Oc3nc(SC)nnc3-c3ccccc3N2C(C)=O)cc1OC (configuration not stated) | -0.9 | -3.8 | 7.1 | -5.1 | 4.2 | i | 1.4 | 5.2 | i |
| CCNC(=O)c1cc2c(c(-c3cccc(-c4cncnc4)c3)n1)[C@H](CCO)N(C(C)=O)C2 | -0.4 | nt | 13.7 | nt | -15.8 | i | -2.7 | 1.5 | nt |
| Cc1ccc(/C=N/Nc2nc3ccccc3s2)o1 | -1.8 | -1.2 | -0.9 | -2.7 | 11.9 | i | -5.7 | -3.3 | i |
| CCOC(=O)c1cnn(-c2ccc(Cl)cc2)c1C1CCN(C(=O)OC(C)(C)C)CC1 | -5.6 | 13.0 | -4.4 | 0.7 | 23.2 | i | -8.7 | -4.0 | i |
| O=C(N1CCC(O)(c2cccnc2)CC1)C12CC3CC(CC(C3)C1)C2 | -3.5 | 1.1 | -19.6 | 0.9 | -1.1 | i | -4.4 | -0.8 | i |
| CC(=O)c1ccc(NC(=S)NNC(=O)NC2CCCCC2)cc1 | -2.5 | -0.6 | -23.2 | -1.0 | -6.3 | i | -0.3 | -1.1 | i |
| C#CC1CCCCC1NC(=O)Nc1cnccc1C(F)(F)F (configuration not stated) | -4.1 | 3.0 | 11.2 | -0.3 | -6.2 | i | 0.6 | 2.0 | i |

Rewritten with two lines to a compound: part of the list above.
Every second line gives: CSN deneddyl inh	PABP1 MLLE inh	SKN-1 block	Rin1 Abl inh	FAS-TE inh	Neddylation inh	NadD block	MT1-MMP act inh	Rpn11 block
CC(=O)c1ccc(NC(=S)NNC(=O)NC2CCCCC2)cc1
  -2.5	-0.6	-23.2	-1.0	-6.3	i	-0.3	-1.1	i
C#CC1CCCCC1NC(=O)Nc1cnccc1C(F)(F)F (configuration not stated)
  -4.1	3.0	11.2	-0.3	-6.2	i	0.6	2.0	i

Other compounds follow:
| smiles | CSN deneddyl inh | PABP1 MLLE inh | SKN-1 block | Rin1 Abl inh | FAS-TE inh | Neddylation inh | NadD block | MT1-MMP act inh | Rpn11 block |
| --- | --- | --- | --- | --- | --- | --- | --- | --- | --- |
| O=C(O[C@@H]1[C@H](Cc2ccccc2)NS(=O)(=O)[C@H]2C[C@@H]3C=C[C@]12O3)c1ccccc1Br | -3.6 | -5.0 | 8.5 | 4.0 | 13.1 | i | -11.7 | 6.7 | i |
| O=C(Nc1ccc(SC(F)F)cc1)c1ccc2nccnc2c1 | 4.2 | -13.5 | 10.8 | 2.3 | 4.7 | i | -2.3 | 4.0 | i |
| CCC(C)N=CC1=C(O)CC(c2ccccc2)CC1=O (configuration not stated) | -1.1 | -6.0 | -14.4 | -0.2 | -16.6 | i | 1.1 | 5.3 | i |
| Cc1cc(NC(=O)CN2C(=O)/C(=C/c3ccccc3F)SC2=S)no1 | -0.5 | -3.9 | -11.0 | 3.6 | 1.8 | i | 9.4 | 5.3 | i |
| CCNC(=O)C1CCCN(C(=O)c2ccc(OC)cc2)CC1 (configuration not stated) | -5.3 | 7.8 | 8.2 | 0.6 | -12.2 | i | -10.7 | 0.9 | i |
| O=C(Nc1ncn[nH]1)c1ccc([N+](=O)[O-])cc1[N+](=O)[O-] | -1.4 | -24.3 | 10.6 | 5.0 | -10.1 | i | 1.2 | 1.0 | i |
| CCOc1ccc(C(CC(=O)O)n2cnnn2)cc1 (configuration not stated) | -11.1 | 4.3 | -2.7 | -3.2 | -2.0 | i | -4.9 | 3.9 | i |

Molecules shown so far that contain an NH in an aromatic ring:
| smiles | CSN deneddyl inh | PABP1 MLLE inh | SKN-1 block | Rin1 Abl inh | FAS-TE inh | Neddylation inh | NadD block | MT1-MMP act inh | Rpn11 block |
| --- | --- | --- | --- | --- | --- | --- | --- | --- | --- |
| CC1CC(C)CN(CC(=O)c2c[nH]c3ccccc23)C1 (configuration not stated) | 21.4 | -41.1 | -7.6 | -3.6 | -14.5 | i | -5.2 | -16.3 | nt |
| COc1ccc2[nH]c(-c3ccccc3)cc2c1 | -1.7 | 12.1 | 10.1 | 0.9 | 9.6 | nt | -2.7 | 3.9 | i |
| CCCCn1c(N)c(N(CCOC)C(=O)COC(=O)COc2cc(C)c(Cl)cc2C(C)C)c(=O)[nH]c1=O | -9.3 | -16.4 | 2.5 | -2.8 | 9.9 | i | -10.2 | -1.1 | i |
| O=C(CN1C(=O)c2ccccc2C1=O)NCCc1c[nH]c2ccccc12 | -12.2 | 1.7 | 6.5 | 1.7 | -9.5 | i | -4.0 | 3.2 | i |
| COc1cccc(/C=N/n2c(COc3ccccc3)n[nH]c2=S)c1O | 0.9 | -18.6 | 13.3 | -5.5 | -6.4 | i | 11.1 | 2.1 | i |
| O=C(Nc1ncn[nH]1)c1ccc([N+](=O)[O-])cc1[N+](=O)[O-] | -1.4 | -24.3 | 10.6 | 5.0 | -10.1 | i | 1.2 | 1.0 | i |
